SMN2 splice up – qHTS Assay for Enhancers of SMN2 Splice Variant Expression; HEK293 SMN2-luciferase splicing reporter, luminescence, 30-36 h; Potency, µM (doses to about 46.1 µM), for the others: at the top dose activity change, positive = activation, actives largely listed as activators; 210,000 tested, 2.8% active; note: % of control where 0% means no effect; nearly all actives have a fitted effect of over 55% in size
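qHTS luciferase splicing reporter: luminescence rises when SMN2 exon 7 is included in transfected HEK293 cells. Compound exposure lasted 30-36 h at 37C, with 4.5 mM final sodium butyrate as control, followed by a ONE-Glo read.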
ALDH1A1 block – qHTS Assay for Inhibitors of Aldehyde Dehydrogenase 1 (ALDH1A1). AID 1030, 2008. Aldehyde dehydrogenase 1A1 (Homo sapiens), P00352. Purified ALDH1A1, NADH fluorescence, propionaldehyde substrate. 220,000 tested, 7.3% active. Potency, µM (top dose mostly 75.3 µM), for the others: top-dose activity, negative = inhibition, most hits filed as inhibitors; active = well fitted inhibition curve with a large enough effect, not every such curve was filed as active; inconclusive = small, poorly fitted or top-dose-only effect, or another doubt; inactive = no such curve, though single readings can be large or run the other way;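 note: plate controls were no enzyme wells and a reference inhibitor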
Target sequence (P00352 whole entry, looked up): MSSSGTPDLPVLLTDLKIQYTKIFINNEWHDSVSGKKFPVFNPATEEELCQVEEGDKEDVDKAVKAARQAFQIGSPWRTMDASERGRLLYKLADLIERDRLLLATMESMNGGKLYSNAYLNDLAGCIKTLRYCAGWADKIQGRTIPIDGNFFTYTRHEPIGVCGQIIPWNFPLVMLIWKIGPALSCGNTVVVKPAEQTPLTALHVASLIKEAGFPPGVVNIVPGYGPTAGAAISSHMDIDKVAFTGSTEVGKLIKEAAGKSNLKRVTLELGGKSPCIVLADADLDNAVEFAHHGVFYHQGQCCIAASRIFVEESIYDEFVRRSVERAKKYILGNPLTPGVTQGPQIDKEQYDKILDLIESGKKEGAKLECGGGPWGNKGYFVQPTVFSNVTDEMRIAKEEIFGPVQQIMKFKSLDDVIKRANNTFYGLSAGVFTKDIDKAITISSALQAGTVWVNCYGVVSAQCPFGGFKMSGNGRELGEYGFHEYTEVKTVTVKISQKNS
KDM4E inh – qHTS Assay for Inhibitors of Human Jumonji Domain Containing 2E (JMJD2E) | Lysine-specific demethylase 4E (Homo sapiens), B2RXH2 | JMJD2E catalytic domain, FDH-coupled NADH fluorescence (FDH is formaldehyde dehydrogenase) | Potency, µM (titrated, usually from 57.1 µM), inactives show at the highest dose activity change, negative = inhibition, most hits filed as inhibitors | 230,000 tested, 1.6% active; active = well fitted inhibition curve with a large enough effect, not every such curve was filed as active; inconclusive = small, poorly fitted or top-dose-only effect, or another doubt; inactive = no such curve, though single readings can be large or run the other way;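 note: 0% = wells with enzyme and -100% = buffer wells without enzyme; nearly all actives have a fitted effect of over 50% in size; many of its hits are not listed in these tables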
Target sequence (B2RXH2 1-337 limits assumed): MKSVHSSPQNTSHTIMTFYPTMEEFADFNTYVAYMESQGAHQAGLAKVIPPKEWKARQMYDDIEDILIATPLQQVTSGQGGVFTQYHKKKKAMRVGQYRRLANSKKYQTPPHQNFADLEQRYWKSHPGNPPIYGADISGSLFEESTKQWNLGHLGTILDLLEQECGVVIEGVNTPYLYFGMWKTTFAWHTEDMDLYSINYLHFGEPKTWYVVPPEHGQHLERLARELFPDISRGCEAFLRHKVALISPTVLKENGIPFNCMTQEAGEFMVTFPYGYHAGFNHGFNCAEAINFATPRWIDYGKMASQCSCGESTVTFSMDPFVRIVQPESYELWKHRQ
Tau fluor cs – Counterscreen qHTS for Inhibitors of Tau Fibril Formation, Fluorescence Polarization; tau K18 P301L Alexa594 fluorescence, heparin fibrillization; Potency, µM (top dose mostly 57.7 µM), without a hit: top-dose activity change, negative = decrease; 280,000 tested, 0.93% active; AID 1463, 2008; note: % is set by controls: 0 for no effect and ±100 for the full control effect; nearly all actives have a fitted effect of over 55% in size
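Human K18 P301L tau (15 uM unlabeled plus 0.24 uM Alexa 594-labeled, final) in 100 mM sodium acetate pH 7 was mixed with compound and 20 uM heparin and incubated 6 hr at 37 C.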
HttQ103 aggreg – qHTS Multiplex Assay to Identify Dual Action Probes in a Cell Model of Huntington: Aggregate Formation (GFP) | PC12 HttQ103-GFP aggregates, Acumen cytometry, 40 h | Potency, µM (doses to about 46.1 µM), for inactives: top-dose activity change, negative = inhibition, actives largely listed as inhibitors | 220,000 tested, 1.1% active; note: % is set by controls: 0 for no effect and ±100 for the full control effect; nearly all actives have a fitted effect of over 60% in size
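Compounds (qHTS titration) were added to PC12 cells expressing an ecdysone-driven HTT exon 1 Q103–GFP fusion after induction with 100 nM tebufenozide. Aggregate formation was measured as GFP objects in cell lysates.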
HTT ATP protect – qHTS Multiplex Assay to Identify Dual Action Probes in a Cell Model of Huntington: Cytoprotection (ATP); PC12 HTT-Q103 induced, cytoprotection, ATP luminescence, 40 h; Potency, µM (doses to about 56.4 µM), for inactives: cytoprotection (ATP increase), most hits filed as activators; 230,000 tested, 0.14% active; AID 1471, 2008;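 note: % of control where 0% means no effect; nearly all actives have a fitted effect of over 45% in size; toxic huntingtin expression switched on by the ecdysone agonist tebufenozide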
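PC12 cells with ecdysone-inducible HTT exon 1 Q103-GFP, induced with 100 nM tebufenozide and co-treated with library compounds in a dose series (1536-well, 1500 cells/well). Cytoprotection read as ATP content by ATPlite luminescence.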
Tau ThT inhib – qHTS for Inhibitors of Tau Fibril Formation, Thioflavin T Binding | Microtubule-associated protein tau (Homo sapiens), P10636 | recombinant tau K18 P301L (four-repeat tau fragment), heparin-induced fibrillization, ThT fluorescence | Potency, µM (doses to about 57.4 µM), for inactives: top-dose activity, negative = inhibition, hits mostly inhibitors | 270,000 tested, 2.1% active | AID 1460, 2008; note: % is set by controls: 0 for no effect and ±100 for the full control effect; nearly all actives have a fitted effect of over 55% in size
Target sequence (P10636 561-689 P618L limits assumed): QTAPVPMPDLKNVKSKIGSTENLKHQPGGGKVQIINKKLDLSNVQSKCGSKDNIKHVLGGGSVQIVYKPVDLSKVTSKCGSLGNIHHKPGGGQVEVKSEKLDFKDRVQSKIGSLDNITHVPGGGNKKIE
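Aggregation was driven by heparin (20 uM final) acting on recombinant tau […] bearing P301L in 100 mM sodium acetate pH 7; fibrils were detected with Thioflavin T.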
Tau fibril FP – qHTS for Inhibitors of Tau Fibril Formation, Fluorescence Polarization | Microtubule-associated protein tau (Homo sapiens), P10636 | Potency, µM (titrated, usually from 57.7 µM), without a hit: top-dose activity, negative = inhibition, actives largely listed as inhibitors | K18 P301L tau heparin fibrillization, Alexa594 FP, 6 h | AID 1468, 2008 | 280,000 tested, 0.39% active; note: % is set by controls: 0 for no effect and ±100 for the full control effect; nearly all actives have a fitted effect of over 55% in size
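Recombinant K18 P301L […], labeled with Alexa 594 at 0.24 uM over 15 uM unlabeled; heparin inducer 20 uM final; 37 C, 6 hr; FP endpoint.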
* marks the source's active call; other numbers are inactive results; u = inconclusive; x = no result given; & = joins results of further samples; [ ] = remark or other dose. Unless noted, calls come from the whole dose curve; as a rule, active = well fitted curve in the direction sought with a large enough effect; inconclusive = small, poorly fitted or top-dose-only effect, or another doubt; inactive = no such curve, though single readings can be large; an effect the other way counts as inactive or inconclusive. Potency is the fitted concentration of half-maximal effect.

SMILES,HTT ATP protect,Tau fibril FP,KDM4E inh,HttQ103 aggreg,ALDH1A1 block,Tau fluor cs,SMN2 splice up,Tau ThT inhib
CCOc1ccc(NC(=O)CSc2nnc(Cc3cccn3C)n2-c2ccc(OC)cc2)cc1,4%[10 µM],6%,-1%,7%,4µM*,-3%,-14%,u
Cc1cccc2cc(C(c3nnnn3CC3CCCO3)N3CCc4ccccc4C3)c(=O)[nH]c12 (stereo not given),-14%,-4%,u,14%,13µM*,-1%,-18%,u
CCN(CC)S(=O)(=O)c1ccc2c(c1)c(=O)c(C(=O)N1CCc3ccccc3C1)cn2C,-3%,-7%,3%,-17%,-10%,0%,u,0%
CCN(CC)S(=O)(=O)c1ccc2nc(NC(=O)c3cccs3)sc2c1,-38%[inhibitor],-4%,u,u,u,u,u,-8%
Cc1cc(C)c(-c2cc(NC(=O)CSc3nncn3C)n(-c3ccccc3)n2)cc1C,-14%,13%,4%,2%,2%,-13%,-7%,-7%
CCC(=O)N1CCc2cc(Br)cc(S(=O)(=O)NCC3CCCO3)c21 (stereo not given),10%[10 µM],-1%,5%,-7%,u,2%,7%,-1%
CC(C)c1ccc(OCC(=O)Nc2ccc(OC(F)(F)F)cc2)cc1,21%[10 µM],1%,-4%,10%,17%,0%,x,2%
C#CC1(NC(=O)N(C)C)CCCCC1,27%[10 µM],-9%,7%,15%[9.22 µM],13%,-1%,x,-4%
Cc1cccc(C)c1NC(=O)C(NS(=O)(=O)c1cccs1)c1ccccc1 (stereo not given),8%[10 µM],-12%&-8%,-6%,-3%,10%,-15%&-3%,-8%&0%,-7%&-8%
Cc1nn(CC(=O)N2CCc3ccccc3C2)c(C)c1[N+](=O)[O-],31%[10 µM],6%,1%,21%[9.22 µM],11%,-2%,x,0%
O=C(O)C1CC=CCC1C(=O)NCCc1cccc(Cl)c1 (stereo not given),-10%,-4%,-3%,23%,u,-3%,-4%,0%
CCOP(=O)(OCC)C(NC(=O)c1ccc(OC)c(OC)c1)c1ccccc1 (stereo not given),-34%[inhibitor],-6%,6%,-12%,1%,-4%,x,0%
CC1CCc2sc(C(=O)N/N=C/c3ccc(O)cc3)cc2C1 (stereo not given),-6%[10 µM],u,1%,-13%[9.22 µM],u,u,x,u
CCCNC(=O)Nc1ccc(NC(C)=O)cc1,-33%,-1%,-29%,17%,9%,3%,7%,-3%
COC(=O)CSc1nc2ccccn2c(=O)c1C=O,-24%,-12%,u,-1%,-8%,-15%,x,-13%
Cc1ccc(CN2CCNC(=O)C2CC(=O)NCCCn2cccn2)o1 (stereo not given),14%[10 µM],0%,-29%,12%[9.22 µM],8%,-5%,x,-11%
CC(=O)O[C@@H]1C(CO[Si](C)(C)C(C)(C)C)=C(Br)C(=O)[C@@H]2O[C@]12C,-95%[inhibitor],u,-17%,x,-11%,-26%,-4%,28µM*
CCC(C)[C@H](NC(=O)OC(C)(C)C)C(=O)N/N=C/C1=Cc2ccccc2OC1 (stereo not given in full),-1%,-7%,u,-9%,u,-21%,-17%,-13%
COc1ccc(OCCNC(=O)C(Cc2c[nH]c3ccccc23)NC(C)=O)cc1 (stereo not given),-11%,5%,-4%,13%,6%,-4%,5%,-2%
COc1ccc(CCNC(=O)CCn2c(=O)c3ccccc3n(Cc3ccccc3C)c2=O)cc1OC,x,-18%,x,x,x,-14%,1%,-5%
COc1ccc(NC(=O)C2CCCN(S(=O)(=O)c3cccnc3)C2)c(OC)c1 (stereo not given),-13%,-9%,1%,-1%,1%,-7%,-3%,-10%
CCN(Cc1ccccc1)Cc1nc(CCc2ccccc2)no1,-1%[10 µM],6%,-5%,-4%[9.22 µM],-3%,-15%,x,-12%
CCOC(=O)c1c(NC(=O)CSc2nc3c(c(=O)n(C)c(=O)n3C)n2CC)sc(C)c1C,-6%[10 µM],10%,-7%,3%,-4%,-1%,5%,-6%
Cc1cc2c(c(C)c1Cl)C(c1ccc3c(c1)OCO3)CC(=O)O2 (stereo not given),-107%[inhibitor],3%[81.3 µM],x,x,-13%,u,x,u
C=CCSc1nnc(-c2ccncc2)n1-c1ccc(OCC)cc1,9%[10 µM],10%,4%,-21%,u,0%,-9%,-11%

Sorted by value in Tau fibril FP (falling): 3 of the compounds above
SMILES,Tau fibril FP,KDM4E inh,HttQ103 aggreg,ALDH1A1 block,SMN2 splice up,Tau ThT inhib
Cc1nn(CC(=O)N2CCc3ccccc3C2)c(C)c1[N+](=O)[O-],6%,1%,21%[9.22 µM],11%,x,0%
COc1ccc(OCCNC(=O)C(Cc2c[nH]c3ccccc23)NC(C)=O)cc1 (stereo not given),5%,-4%,13%,6%,5%,-2%
CCC(=O)N1CCc2cc(Br)cc(S(=O)(=O)NCC3CCCO3)c21 (stereo not given),-1%,5%,-7%,u,7%,-1%

Additional records follow.
SMILES,HTT ATP protect,Tau fibril FP,KDM4E inh,HttQ103 aggreg,ALDH1A1 block,Tau fluor cs,SMN2 splice up,Tau ThT inhib
CCOC(=O)C1CCCN(c2c(NCCc3cccc(C)c3)c(=O)c2=O)C1 (stereo not given),31%[10 µM],4%,5%,9%[9.22 µM],x,-1%,x,-5%
CCN1CCN(Cc2ccc(OC)c(OCc3ccccc3)c2)CC1,-9%,3%,-2%,-4%,7%,3%,1%,1%
CCOC(=O)CNS(=O)(=O)c1cc(-c2nn(C)c(=O)c3ccccc23)ccc1C,14%,6%,-2%,-15%,u,-4%,24%,4%
O=C(NCc1cccs1)C1CCCN1C(=O)Nc1ccccc1 (stereo not given),-2%,1%,-5%,u,u,-9%,u,-5%
Cc1cc(C(C)(C)C)oc1C(=O)O,18%[10 µM],11%,-6%,18%[9.22 µM],4%,17%,-4%,9%
O=C(CCCN1C(=O)CCC1=O)Nc1ccc2c(c1)OCCO2,-5%,-2%,-4%,-11%,u,5%,64%,-8%
Cc1c(Cl)cccc1NC(=S)N(Cc1ccco1)C(C)c1ccccn1 (stereo not given),-18%,-2%,-4%,-3%,-6%,-9%,-41%,-8%
OCCC1CN(Cc2c(F)cccc2Cl)CCN1C1CCCC1 (stereo not given),-32%[inhibitor],6%,-1%,-9%,5%,6%,x,-2%
COc1ccc(OCC(=O)Nc2ccc3c(c2)nc2n3CCSC2)cc1,-15%,-11%,-3%,1%,u,-15%,-16%,u
N/C(=N\OC(=O)c1ccc(Cl)c([N+](=O)[O-])c1)c1ccccn1,-14%,-7%,-13%,-16%,u,u,x,8.9µM*
CCc1ccc(-n2c(C)n[nH]c2=S)cc1,4%[10 µM],-2%,-20%,7%[9.22 µM],11%,-3%,x,-5%
COc1ccc(/C=C2\SC(=O)N(CC(=O)NN3CCN(C)CC3)C2=O)cc1OC,9%[10 µM],0%,0%,-19%[9.22 µM],x,-9%,x,x
CCc1nnc(NC(=O)COc2ccc(N(C)S(=O)(=O)c3ccc(C)cc3)cc2)s1,-15%,-3%,8%,32%,u,-18%,-20%,-15%
O=S(=O)(CCOc1ccccc1)c1nc2ccccc2[nH]1,-8%,6%,2%,1%,6.3µM*,6%,u,8%
FC(F)Sc1nc2ccccc2[nH]1,-6%[10 µM],-2%,-8%,-3%[9.22 µM],x,-1%,x,2%
COc1ccc(CC(=O)N2CCN(C(=O)c3ccco3)CC2)cc1,-7%,-11%,-6%,-7%,20µM*,-6%,19%,-12%
COCC(=O)Nc1ccc(OCc2ccccc2)cc1,x,3%,-12%,-3%,16%,0%,13µM*,-11%
CNC(=O)c1nnc(Cc2ccc(Cl)cc2)o1,-23%,1%,-1%,-15%,11%,-5%,3%,-13%
C=CCc1c(C)nc(N2CCSCC2)[nH]c1=O,13%[10 µM],-6%,5%,-6%[9.22 µM],x,-7%,x,-2%
CC1CCCN(Cc2c(O)ccc3c(=O)c(-c4nc5ccccc5s4)c(N)oc23)C1 (stereo not given),-124%[inhibitor],12%,u,u,u,u,-15%,u
COCCN(CCOC)C(=S)Nc1ccccc1Cl,-15%[10 µM],-3%,-1%,27%,u,-1%,-6%,1%
CN1CCN(C(=O)c2cc(Cl)cc(Cl)c2NC(=O)c2ccco2)CC1,-10%[10 µM],-1%,4%,-3%[9.22 µM],7%,-4%,-6%,-10%
CCOC(=O)c1c(NC(=O)/C=C/C(=O)O)sc(C)c1-c1ccc(C)c(C)c1,-126%[inhibitor],-6%,-1%,-24%,u,-2%,x,u
CC(O)CNc1nc2c(c(=O)n(Cc3ccc(Cl)cc3)c(=O)n2C)n1C (stereo not given),x,1%,x,x,x,-11%,1%,-1%
Cc1nc2c(C)cccc2c(SC(=N)N)c1CC=C(Cl)Cl,9%[10 µM],-7%,-7%,-6%[9.22 µM],x,-9%,x,-13%
O=C(CCSCCC(=O)N1CCCC1)N1CCCC1,16%,0%,0%,-8%,u,-6%,u,-14%
CCn1cc(C(=O)O)c(=O)c2cc(S(=O)(=O)N(C)C)ccc21,-8%,-5%,u,u,-1%,-14%,11%,-16%
CCOC(=O)c1cnc(-c2ccccc2O)nc1Cl,-36%[inhibitor],0%,u,7%,u,-7%,x,-18%
COc1ccccc1-c1nnc(SCC(=O)O)n1C,-11%,-3%,-1%,-2%,17%,-4%,1%,-6%
Cc1ccc(N2C(=O)C(CC(=O)Nc3ccccc3)N(CCC3=CCCCC3)C2=O)cc1 (stereo not given),x,-10%,x,x,x,u,6%,3%
CCCC(c1nnnn1Cc1ccccc1)N1CCC(C(N)=O)CC1 (stereo not given),0%,1%,-11%,21%,0%,-5%,x,0%
COc1ccccc1N1CCN(S(=O)(=O)CC23CCC(CC2=O)C3(C)C)CC1 (stereo not given),-18%[10 µM],2%,-5%,-12%,-9%,-4%,u,-4%

These rows are one share of the data; rates above refer to the full screens.
